# Compound activity from PubChem.
# LYP phosphatase: PTPN22 lymphoid phosphatase activity blockers – biochemical, fluorescence intensity, uHTS (AID 1779); recombinant LYP phosphatase, fluorescence intensity; higher % means a stronger effect; inhibition, % at 11.5 µM; hits with a dose series show IC50 in µM; 290,000 compounds, 0.054% hits;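 note: plate controls were vehicle with enzyme for no effect and no enzyme for full effect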
# M17LAP inhibition: P. falciparum M17LAP inhibitors, primary screen, biochemical, fluorogenic H-Leu-NHMec substrate, 1536-well (AID 1619); recombinant M17LAP, H-Leu-NHMec fluorogenic kinetic assay; higher % means a stronger effect; one-dose inhibition, % at 30 µM; IC50 in µM for titrated hits; 220,000 compounds, 0.38% hits;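 active = compound inhibiting the enzyme by more than half at any dose during confirmatory dose-response retesting; inconclusive = strong single-dose inhibitors picked by rank but not retested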;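 note: plate controls were full reaction with DMSO carrier for no effect and no enzyme background for full effect; strong numbers were not always called active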
# PMI inhibitors: MPI enzyme activity inhibition – biochemical, fluorescence intensity, coupled assay, primary screen (AID 1209); 190,000 compounds, 0.42% hits; one-dose inhibition, % at 20 µM; IC50 in µM for titrated hits; purified PMI enzyme, coupled fluorescence intensity; higher % means a stronger effect;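 note: plate controls were DMSO vehicle for no effect and wells lacking substrate for full effect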
# XIAP antagonists: small molecules displacing peptide from XIAP – biochemical, IAP family, fluorescence polarization (AID 1018); displacement, % at 20 µM, or IC50 in µM where a hit was titrated; XIAP BIR domain, fluorescence polarization peptide displacement; higher % means a stronger effect; 200,000 compounds, 0.007% hits; in the data active = displacement above about 50%; note: a part of the inactive calls stands beside numbers as strong as those of hits
# AID2073: disruptors of CaV2.2 binding to Mint1 – biochemical, HTRF (AID 2073). HTRF protein-protein interaction, Mint1-CaV2.2; higher % means a stronger effect. inhibition, % at 20 µM; hits with a dose series show IC50 in µM. 290,000 compounds, 0.19% hits; in the data active = inhibition mostly above about 51%, no sharp cut-off; inconclusive = no clear call, values can overlap the other calls; inactive = mostly below about 53%; note: some results filed as inactive read as strong as hits
# P. falciparum M1AAP: malaria alanyl aminopeptidase activity blockers – biochemical, fluorogenic H-Leu-NHMec substrate, 1536-well (AID 1445). recombinant M1AAP, H-Leu-NHMec fluorogenic kinetic assay; higher % means a stronger effect. one-dose inhibition, % at 30 µM; IC50 in µM for titrated hits. 220,000 compounds, 0.42% hits;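 active = primary inhibition above the hit cutoff, then over 50% inhibition at one or more dose response concentrations, cut at about 23% in these data, passing the limit was not always enough; inconclusive = conflicting primary data, or primary hits not chosen for dose response; inactive = low primary inhibition, or under 50% at every dose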;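 note: plate controls were DMSO full reaction for no effect and no enzyme background for full effect; strong numbers were not always called active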
# human PMI inhibitors: human PMI inhibitors, high substrate, primary screen, biochemical, fluorescence intensity, high mannose 6-phosphate (AID 1220); 190,000 compounds, 0.66% hits; recombinant PMI enzyme, coupled fluorescence intensity; higher % means a stronger effect; inhibition, % at 20 µM, or IC50 in µM where a hit was titrated
# Dynein cargo inh: blocks dynein driven cargo transport along microtubules; 3617.4 mouse cells, GR-EGFP nuclear translocation imaging; test concentration mostly 20 µM; stimulated with dexamethasone, 1 µM; stronger effect = lower value; AID 1381; 220,000 compounds, 0.47% hits; z-score, hits read low;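 active = plate z-score of nuclear minus cytoplasmic receptor signal below a set negative limit, without overly bright fluorescence or cell loss, cut at about -3.5 in these data, passing the limit was not always enough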;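 note: z-score of nuclear minus cytoplasmic ring GR-EGFP intensity difference per well; some compounds called inactive have numbers as strong as hits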
#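 Buffer or medium: tetracycline-free induction medium containing charcoal-stripped FBS / Reagent: dexamethasone agonist, 1.0 µM final, for 30 min / Technique: automated 10x imaging of fixed Hoechst-stained cells / Times: induction 48 h, compound 1 h, agonist 30 min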
# SIAH1 antagonists: Siah-1 peptide-binding antagonists, primary screen, biochemical, fluorescence polarization, rhodamine-plectin, uHTS (AID 1817). Siah-1 / rhodamine-plectin peptide fluorescence polarization; higher % means a stronger effect. one-dose displacement, % at 20 µM; IC50 in µM for titrated hits. 290,000 compounds, 0.02% hits;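 active = displacement of at least 50% at 20 µM, with a fluorescence ratio check between 0.3 and a set limit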;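 note: plate controls were Siah plus tracer with DMSO for no effect and tracer alone without Siah for full effect; strong numbers were not always called active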
# Dynein cargo inh cytoplasmic EGFP: also measured in Dynein cargo inh; calls as there; z-score; measured here: cytoplasmic GR-EGFP intensity; stronger effect = higher value
# Dynein cargo inh nuclear GR-EGFP: second read-out of Dynein cargo inh, no call of its own (marks repeat the call); z-score; measured here: nuclear GR-EGFP intensity;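 lower value marks the stronger effect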
# Dynein cargo inh cell count: also measured in Dynein cargo inh; calls as there; z-score; measured here: cell count per field
# * = called active by the depositor; u = inconclusive; x = no result given. Cut-off read from the data, not from the text of the source, unless noted: active = inhibition above about 50%; inactive = the rest.
LYP phosphatase,M17LAP inhibition,PMI inhibitors,XIAP antagonists,AID2073,P. falciparum M1AAP,human PMI inhibitors,Dynein cargo inh,Dynein cargo inh cytoplasmic EGFP,Dynein cargo inh nuclear GR-EGFP,Dynein cargo inh cell count,SIAH1 antagonists,Structure
2%,10%,18%,-3.8%,-4%,2%,19%,-1.2,-0.24,-0.3,0.55,4%,c1ccc(CC2CCN(c3nnnn3-c3ccccc3)CC2)cc1
-2%,5%,-8%,-5.7%,7%,8%,2%,-1.8,-0.15,-0.67,1.3,2%,O=C(C1=C[C@H](c2ccc(Br)cc2)C[C@H](OCCCCO)O1)N1CCN(Cc2ccccc2)CC1
-5%,3%,9%,-7.4%,6%,4%,3%,-0.0026,-0.36,-0.34,0.21,-5%,CC(C)C(c1nnnn1Cc1ccc(F)cc1)N1CCN(C2CCCC2)CC1 (stereo unspecified)
9%,-5%,15%,-8.9%,-5%,2%,11%,0.37,-0.22,0.093,-1.1,13%,COc1ccc(C(=O)NCC(=O)OCc2csc(-c3ccccc3)n2)cc1
3%,1%,-10%,-0.4%,14%,5%,-12%,0.68,-0.28,0.5,0.23,2%,CC(C)(C)c1ccc(/C=C2\SC(=O)N=C2N)cc1
-1%,4%,10%,-29%,8%,8%,14%,-1.7,-0.26,-0.69,0.12,-2%,CC1CCc2sc(C(=O)OCC(=O)NCc3ccc(F)cc3)cc2C1 (stereo unspecified)
-2%,-4%,-12%,-11%,-4%,5%,-8%,0.087,-0.27,0.092,0.23,9%,Cc1ccc(-c2n[nH]c(=S)n2/N=C/c2ccncc2)cc1
3%,13%,5%,-3.3%,3%,6%,3%,-1.2,-0.089,-0.38,-0.4,1%,Cc1cc(C)cc(NS(=O)(=O)c2cnc(Cl)c(Cl)c2)c1
-3%,-2%,x,x,-17%,8%,x,-0.32,-0.19,-0.1,0.11,2%,Cc1[nH]c(=S)c(C#N)c(C)c1Cc1ccc(Cl)cc1Cl
3%,-9%,-15%,1.2%,19%,2%,-1%,0.43,-0.23,0.26,0.25,28%,CC(=O)C1=C(C)NC(SCc2ccc(C#N)cc2)=C(C#N)C1c1ccco1 (stereo unspecified)
1%,0%,21%,-10%,-8%,4%,20%,1.3,-0.19,0.63,0.017,-5%,Nc1ccc(C(=O)Nc2ccc(OC(F)(F)C(F)F)c(NC(=O)c3ccc(N)cc3)c2)cc1
1%,18%,-4%,-21%,u,2%,-7%,0.87,-0.32,0.62,-0.64,3%,Cc1ccc(C(=O)NC(Cc2c[nH]c3ccccc23)C(=O)O)cc1 (stereo unspecified)
-10%,-10%,-8%,-3.5%,-9%,-2%,-6%,0.98,-0.33,0.58,0.017,-2%,CC(C)C(c1nnnn1C(C)(C)C)N1CCN(Cc2cccnc2)CC1 (stereo unspecified)
-2%,-1%,6%,1.1%,1%,11%,3%,1.1,0.15,1.1,-1.5,-1%,CC(=O)c1ccc(NC(=S)NC(NC(=O)c2ccco2)C(Cl)(Cl)Cl)cc1 (stereo unspecified)
-2%,12%,1%,-7.4%,1%,4%,2%,-1.1,-0.31,-0.66,0.98,4%,Cc1cccc(C(=O)O/N=C/c2ccc(Br)cc2)c1
-3%,0%,12%,-15%,8%,3%,5%,-0.83,-0.23,-0.12,0.48,-3%,CC(C)(C)C1CCC(=NNC(=O)c2cc3c(s2)CCCC3)CC1 (stereo unspecified)
-3%,0%,15%,-7.7%,8%,1%,10%,0.63,-0.36,-0.37,0.2,8%,CSc1ccc(C(=O)C2CCCN(S(=O)(=O)N(C)C)C2)cc1 (stereo unspecified)
1%,3%,11%,-6.3%,-4%,9%,1%,0.47,-0.22,0.77,0.84,-1%,Cc1ccccc1NC1=C(C(=O)c2ccccc2)N(C)S(=O)(=O)c2ccccc21
-5%,-2%,8%,-0.1%,-1%,-1%,11%,-0.67,-0.091,-0.7,0.81,4%,Clc1ccc(-c2cc3ccccc3nc2N2CCCC2)cc1
-4%,10%,x,x,-7%,3%,x,-0.22,-0.86,-0.16,1.1,0%,NC(=O)CC(NC(=O)c1ccccc1)c1ccc(NCc2ccc(F)cc2)c([N+](=O)[O-])c1 (stereo unspecified)

# (listing goes on)
LYP phosphatase,M17LAP inhibition,PMI inhibitors,XIAP antagonists,AID2073,P. falciparum M1AAP,human PMI inhibitors,Dynein cargo inh,Dynein cargo inh cytoplasmic EGFP,Dynein cargo inh nuclear GR-EGFP,Dynein cargo inh cell count,SIAH1 antagonists,Structure
-6%,5%,12%,-3.1%,-4%,11%,2%,4.2,0.12,2,-1.2,4%,CCCCCC(=O)Nc1ccc(S(=O)(=O)Nc2ccc(Cl)nn2)cc1
-6%,-6%,-4%,-2.5%,2%,12%,6%,-0.83,-0.26,-0.2,2.7,-1%,CCCCN(C)C(=O)CCCCn1c(=O)[nH]c2cc(OCC)c(OCC)cc2c1=O
0%,7%,5%,-3.4%,-2%,-7%,-5%,0.0065,0.13,0.36,-1.4,-2%,CCCCC(=O)NCCNC(=O)c1cc(OCC(F)(F)F)ccc1OCC(F)(F)F
0%,-17%,19%,-17%,16%,8%,22%,0.15,-0.066,0.62,-1.4,2%,COc1cc2cc(CN(CCN3CCCC3)C(=O)Nc3ccccc3Cl)c(=O)[nH]c2cc1OC
-6%,6%,-2%,-1.4%,1%,6%,-6%,-1,-0.19,-0.26,0.46,2%,Cc1ccc2c(c1)c1c3n2CCCNC3CCC1 (stereo unspecified)
0%,-7%,1%,-8.8%,37%,4%,3%,0.83,-0.29,0.64,-0.098,-4%,CC1CCC/C(=N/Nc2nc3ccccc3s2)C1 (stereo unspecified)
2%,-2%,16%,-3.9%,14%,1%,14%,0.43,1.3,1.1,0.81,6%,Cc1cc(Br)ccc1OCc1nc(-c2cccnc2)no1
1%,-13%,x,-13%,12%,-12%,x,0.0039,-0.18,-0.11,-0.34,-1%,C=CCNC(=O)CC1C(=O)NCCN1Cc1c(F)cccc1Cl (stereo unspecified)
-7%,4%,12%,-11%,-12%,1%,38%,-0.9,-0.17,-0.32,0.74,-6%,CCCCN(CC)Cc1ccc(CNC(=S)Nc2cccc(F)c2)o1
-4%,1%,-30%,-1.7%,4%,0%,-12%,0.56,-0.22,0.46,-0.49,4%,CSC1=C(C#N)C(c2ccncc2)C(C(=O)Nc2ccccc2)=C(C)N1 (stereo unspecified)
0%,-2%,-7%,-8.2%,1%,11%,-2%,0.036,-0.22,0.63,0.15,0%,Cc1nc2ncnn2c(N2CCCC(C(=O)Nc3ccc4c(c3)CCC4)C2)c1C (stereo unspecified)
-7%,15%,-4%,0.2%,8%,-12%,6%,-0.98,-0.19,-0.28,0.72,-5%,O=C(Cn1cnc2c(nnn2Cc2ccccc2F)c1=O)NCC1CCCO1 (stereo unspecified)
-2%,42%,12%,1.7%,-4%,8%,12%,0.91,-0.12,0.39,-0.02,3%,Cc1cccc(NC(=O)c2cc(NC(=O)C3CC=CCC3C(=O)O)ccc2N2CCOCC2)c1 (stereo unspecified)
-4%,1%,10%,1.8%,1%,8%,5%,-1.1,-0.28,-0.36,-0.045,1%,O=C(OCc1nnc(-c2ccccc2)o1)c1ccc2ccccc2n1
-10%,3%,-3%,-2.5%,-8%,7%,0%,-0.13,-0.28,0.46,0.35,2%,COc1ccc(CN(C)Cc2nc3cc(OC)c(OC)cc3c(=O)[nH]2)c(OC)c1
0%,2%,13%,0.3%,0%,6%,9%,0.4,-0.23,0.034,0.71,-5%,Cc1cc(NC(=S)NC(=O)C2CC2)ccc1Br
-3%,9%,12%,-2.9%,3%,1%,4%,0.31,-0.19,0.19,0.038,6%,COc1ccc(-c2nc(CN(C)C(C)c3ccon3)c(C)o2)c(C)c1C (stereo unspecified)
-4%,5%,-10%,-2.7%,4%,16%,-2%,-1.5,-0.26,-0.81,2.3,-5%,Cc1ccc(C)c2[nH]c(=O)c(CCNC(=O)c3ccco3)cc12
-6%,5%,2%,-21%,8%,4%,5%,-0.14,-0.35,0.27,0.21,19%,COc1cc(C)c(C#N)c(OC)n1
4%,4%,20%,9.4%,9%,1%,50%,-0.61,-0.17,-0.43,0.6,-2%,C=CCn1c(N)c(C(=O)Nc2cccc(C)c2)c2nc3ccccc3nc21

# Shown as tab-separated lines: entries from further up
SMILES	LYP phosphatase	M17LAP inhibition	PMI inhibitors	XIAP antagonists	AID2073	P. falciparum M1AAP	human PMI inhibitors	Dynein cargo inh	Dynein cargo inh cytoplasmic EGFP	Dynein cargo inh nuclear GR-EGFP	Dynein cargo inh cell count	SIAH1 antagonists
C=CCn1c(N)c(C(=O)Nc2cccc(C)c2)c2nc3ccccc3nc21	4%	4%	20%	9.4%	9%	1%	50%	-0.61	-0.17	-0.43	0.6	-2%
CCCCCC(=O)Nc1ccc(S(=O)(=O)Nc2ccc(Cl)nn2)cc1	-6%	5%	12%	-3.1%	-4%	11%	2%	4.2	0.12	2	-1.2	4%
Cc1cc(NC(=S)NC(=O)C2CC2)ccc1Br	0%	2%	13%	0.3%	0%	6%	9%	0.4	-0.23	0.034	0.71	-5%

# Next section.
LYP phosphatase,M17LAP inhibition,PMI inhibitors,XIAP antagonists,AID2073,P. falciparum M1AAP,human PMI inhibitors,Dynein cargo inh,Dynein cargo inh cytoplasmic EGFP,Dynein cargo inh nuclear GR-EGFP,Dynein cargo inh cell count,SIAH1 antagonists,Structure
-3%,-2%,8%,-4.5%,-15%,-5%,17%,1.6,-0.24,1.1,-0.63,4%,Cc1ccc(-n2cc(C(=O)O)c(=O)cc2C)c(C)c1
1%,8%,-6%,-7.4%,-3%,-1%,14%,-0.86,-0.2,-0.12,0.35,-10%,CCCCCCCCc1c(O)nc(-n2[nH]c(C)c(CCO)c2=O)[nH]c1=O
-16%,-55%,-7%,-4.9%,8%,7%,1%,3,-0.1,1.1,-1.5,3%,O=C(Nc1ccc2oc(-c3ccccc3)nc2c1)C1CCCO1 (stereo unspecified)
-1%,4%,10%,-3.1%,8%,0%,5%,2.6,0.00065,2,-1.8,1%,CCN(Cc1ccccc1)C(=O)CSc1nc(C)cc(C)c1C#N
-1%,31%,12%,-1.5%,-17%,0%,3%,-1.4,-0.099,-0.88,0.18,-5%,CCn1c(Cc2cccs2)nnc1SCC(=O)c1ccc(C)cc1
-7%,6%,1%,-3.2%,28%,-5%,4%,0.19,-0.28,0.036,-0.19,2%,CCOC(=O)N1CCN(C(=O)COc2ccc(Cl)cc2C)CC1
-8%,18%,0%,0.8%,7%,-2%,-7%,-0.71,-0.24,-0.28,1.3,4%,CC(NC(=O)/C(=C/c1cccc([N+](=O)[O-])c1)NC(=O)c1ccco1)C(=O)O (stereo unspecified)
